Source: PubChem (National Center for Advancing Translational Sciences (NCATS))
TrxR1 substrate: rat thioredoxin reductase 1 substrate activity; Potency, µM (top dose mostly 114 µM), for the others: top-dose activity change, negative = substrate turnover; purified TrxR1 substrate turnover, NADPH consumption readout; actives 0.01% (n = 390,000); AID 588456; O89049; also: % is scaled to controls: 0 for no effect and ±100 for the full control effect; nearly all actives have a fitted effect of over 50% in size
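Rat TrxR1, dispensed at 90 nM, was prereduced with 400 uM NADPH (final) for 5 min at ~22 deg C, then incubated with compound 15 min before 400 uM selenite. A first-read NADPH fluorescence drop versus no-compound background flagged substrates.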
Vif-APOBEC3G blk: Vif-A3G binding inhibition | Q9HC16 | HeLa A3G-eYFP + Vif (tagged APOBEC3G with the HIV-1 protein that degrades it), YFP fluorescence, overnight | Potency, µM (highest dose often 46.1 µM), for the others: top-dose activity, negative = active, hits mostly inhibitors | actives 0.076% (n = 410,000) | AID 602310;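 also: % is scaled to controls: 0 for no effect and ±100 for the full control effect; nearly all actives have a fitted effect of over 60% in size; hits raise eYFP signal because A3G escapes Vif-driven loss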
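Read-out is eYFP fluorescence (Ex 488/Em 500-530) from Vif-expressing HeLa A3G-eYFP cells; more signal means A3G escaped Vif-mediated degradation. Cells plated overnight, compound pinned in, incubated overnight at 37 deg C.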
RXFP1 ag: agonists of human relaxin receptor RXFP1; Q9HBX9; HEK293T-RXFP1 cAMP TR-FRET, 30 min; response scale: percent of porcine relaxin response, buffer zero; Potency, µM (series often up to 57.5 µM), for inactives: at the highest dose activation, actives largely listed as activators; actives 0.3% (n = 370,000); AID 2676; also: % is scaled to controls: 0 for no effect and ±100 for the full control effect; nearly all actives have a fitted effect of over 60% in size; many of its hits are not listed in these tables
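HEK293 cells stably expressing RXFP1, treated 30 min at 37C with compounds plus PDE4 inhibitor Ro 20174; cAMP measured by HTRF TR-FRET. Normalized to buffer and 29 nM porcine relaxin; EC50 by Hill fit.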
ALOX12 inh: ALOX12 (human) lipoxygenase inhibition. P18054. actives 1.1% (n = 580,000). purified 12hLO, xylenol orange hydroperoxide absorbance. Potency, µM (series often up to 108 µM), for the others: top-dose activity change, negative = inhibition, usual class: inhibitors. AID 1671190; also: % is scaled to controls: 0 for no effect and ±100 for the full control effect
Target sequence (P18054 whole entry, looked up): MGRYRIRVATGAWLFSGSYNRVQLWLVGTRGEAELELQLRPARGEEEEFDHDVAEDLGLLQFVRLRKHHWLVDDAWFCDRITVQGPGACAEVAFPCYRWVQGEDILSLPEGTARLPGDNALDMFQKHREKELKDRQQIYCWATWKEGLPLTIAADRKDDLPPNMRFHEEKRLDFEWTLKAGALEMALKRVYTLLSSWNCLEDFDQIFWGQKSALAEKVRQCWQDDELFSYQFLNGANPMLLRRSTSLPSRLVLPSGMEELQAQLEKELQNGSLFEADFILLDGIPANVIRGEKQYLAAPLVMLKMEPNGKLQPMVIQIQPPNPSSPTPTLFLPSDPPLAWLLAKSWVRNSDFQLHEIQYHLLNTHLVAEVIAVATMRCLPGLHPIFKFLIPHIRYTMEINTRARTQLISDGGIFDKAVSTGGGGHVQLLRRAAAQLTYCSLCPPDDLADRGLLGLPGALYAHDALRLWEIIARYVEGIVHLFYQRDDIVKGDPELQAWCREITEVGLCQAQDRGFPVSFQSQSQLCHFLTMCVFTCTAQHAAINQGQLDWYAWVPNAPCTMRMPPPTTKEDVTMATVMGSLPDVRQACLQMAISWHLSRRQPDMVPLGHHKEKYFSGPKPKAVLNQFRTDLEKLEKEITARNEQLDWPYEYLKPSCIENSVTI
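Purified human 12hLO (150 nM final) in 25 mM Hepes, 0.01% Triton X-100, pH 7.0 was preincubated 15 min at room temperature with compound. Then 40 uM arachidonic acid was added, 30 min. Hydroperoxide was read by Fe-XO absorbance ratio 573/405 nm.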
TrxR1 inh: inhibitors of rat thioredoxin reductase 1. recombinant rTrxR1, NADPH fluorescence consumption, selenite substrate. Potency, µM (top dose mostly 114 µM), for the others: at the top dose activity change, negative = inhibition, actives largely listed as inhibitors. actives 1% (n = 390,000); also: % is scaled to controls: 0 for no effect and ±100 for the full control effect; nearly all actives have a fitted effect of over 65% in size
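Rat TrxR1 (90 nM in the dispensed reagent) was pre-reduced with 400 uM NADPH for 5 min at room temperature, then incubated with compound for 15 min. After 400 uM selenite was added, NADPH fluorescence (Ex 340/Em 450 nm) was followed for 8 min.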
RGS4 inh: human RGS4 inhibition; P49798; Transcreener GDP fluorescence polarization, RGS4-accelerated GTP hydrolysis; Potency, µM (top dose mostly 114 µM), without a hit: at the top dose activity change, negative = inhibition, hits mostly inhibitors; actives 0.039% (n = 390,000); AID 504845; also: % is scaled to controls: 0 for no effect and ±100 for the full control effect; nearly all actives have a fitted effect of over 75% in size; some results filed as inactive show a strong effect at the top dose
Target sequence (P49798 whole entry, looked up): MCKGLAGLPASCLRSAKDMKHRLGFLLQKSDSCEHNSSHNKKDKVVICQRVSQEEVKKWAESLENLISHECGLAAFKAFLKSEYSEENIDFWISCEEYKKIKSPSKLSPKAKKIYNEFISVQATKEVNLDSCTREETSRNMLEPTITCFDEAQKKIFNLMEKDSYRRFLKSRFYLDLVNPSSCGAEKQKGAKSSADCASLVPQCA
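MLSMR compounds (23 nl, pin-transferred) preincubated 10 min at room temperature with a 500nM (2x) first reagent, then RGS4 at 900nM (2x) plus Transcreener GDP mix added; fluorescence polarization (620/688 nm) read before and after 90 min at 30 °C.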
USP1-UAF1 inh: USP1/UAF1 (human) deubiquitinase inhibition; recombinant USP1/UAF1, Ub-Rhodamine cleavage fluorescence; Potency, µM (titrated, usually from 57.1 µM), for the others: top-dose activity change, negative = inhibition, actives largely listed as inhibitors; actives 0.23% (n = 390,000); AID 743255; also: % is scaled to controls: 0 for no effect and ±100 for the full control effect; nearly all actives have a fitted effect of over 60% in size; inactives centre near -12
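1 nM enzyme complex + cpd, 15 min RT; start with Ub-Rho 150nM final; kinetic fluorescence ex 480/em 540, 6 reads q60 s. Buffer 50mM HEPES pH 7.8, 0.5mM EDTA, 0.1 mg/ml BSA, 1mM TCEP, 0.01% Tween-20.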
Vif-A3F inh: inhibitors of Vif-A3F interaction; HeLa A3F-eYFP + Vif (tagged APOBEC3F with the HIV-1 protein that degrades it), YFP fluorescence increase; actives 0.2% (n = 390,000); AID 602313; Potency, µM (highest dose often 46.1 µM), without a hit: at the top dose activity, negative = active; also: % of control where 0% means no effect; nearly all actives have a fitted effect of over 65% in size
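HeLa cells stably expressing A3F-eYFP plus Vif, plated and incubated overnight at 37 deg C, then exposed to compounds overnight at 37 deg C. Blocked degradation read as raised yellow fluorescence (Ex 488/Em 500-530).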
mIDH1 inhibitor: blocks human mutant IDH1 R132H enzyme; Potency, µM (top dose mostly 76.6 µM), for inactives: at the top dose activity change, negative = inhibition, actives largely listed as inhibitors; actives 0.093% (n = 390,000); IDH1-R132H enzyme, NADPH consumption, diaphorase/resazurin fluorescence; AID 602179; also: % is scaled to controls: 0 for no effect and ±100 for the full control effect; nearly all actives have a fitted effect of over 65% in size
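IDH1-R132H (0.5 ug/mL dispensed) in pH 7.5 Tris buffer was preincubated 30 min with compound, then given a substrate mix of 0.016 mM NADPH and 2 mM alpha-KG for 80 min at room temperature; remaining NADPH was read by diaphorase/resazurin fluorescence.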
Starred values were filed as active, the others as inactive; ? = inconclusive; / = no result given; & = joins results of further samples; [ ] = remark or other dose. Calls follow the shape of the dose curve; as a rule, active = well fitted curve in the direction sought with a large enough effect; inconclusive = small, poorly fitted or top-dose-only effect, or another doubt; inactive = no such curve, though single readings can be large; an effect the other way counts as inactive or inconclusive. Potency is read from the fitted curve at half-maximal effect. The list is partial; count on the stated rates, not on these rows.

Labels used below: A = TrxR1 substrate; B = Vif-APOBEC3G blk; C = RXFP1 ag; D = ALOX12 inh; E = TrxR1 inh; F = RGS4 inh; G = USP1-UAF1 inh; H = Vif-A3F inh; I = mIDH1 inhibitor
compound: C[C@H]1CN([C@@H](C)CO)C(=O)CCCn2cc(nn2)CO[C@@H]1CN(C)C(=O)C1CCCCC1
  A: / | B: 2% | C: / | D: -33% | E: / | F: / | G: -4% | H: -2% | I: 9%
compound: Cc1ccc(C(=O)/C=C/Nc2ccc3c(c2)OCO3)cc1
  A: 11%[57.1 µM] | B: 0% | C: 1.2% | D: ? | E: 17%[57.1 µM] | F: 2% | G: -13% | H: 0% | I: 5%
compound: Cc1cc(C)c(CSc2ncnc3nc[nH]c23)c(C)c1
  A: 6%[57.1 µM] | B: -1% | C: -1.8% | D: ? | E: 32%[57.1 µM] | F: -27% | G: -11% | H: 2% | I: 3%
compound: CCc1nn2cc(C(=O)c3cc(Cl)ccc3O)cnc2c1-c1ccc(F)cc1
  A: 4%[57.1 µM] | B: -1% | C: 4.0% | D: -29% | E: 16%[57.1 µM] | F: 2% | G: -13% | H: 7% | I: 4%
compound: O=C(NCCc1ccccc1)C1CCN(S(=O)(=O)c2cccnc2)CC1
  A: 2% | B: 0% | C: 1.6% | D: 41%[activator] | E: 9% | F: 1% | G: -23% | H: 4% | I: -2%
compound: Cc1cc(C)n(-c2cc(Cl)cc(Cl)c2)c(=O)c1C#N
  A: -5% | B: 0% | C: 2.5% | D: 2% | E: -7% | F: -16% | G: -6% | H: -9% | I: -5%
compound: Cc1cc(=O)n(CC(=O)N2CCN(c3ccccc3F)CC2)c2c1c(C)nn2C
  A: -6%[57.1 µM] | B: -1% | C: 0.5% | D: 7% | E: -1%[57.1 µM] | F: 4% | G: ? | H: -10% | I: 33%[activator]
compound: Cn1c(=O)n(C/C=C/c2ccccc2)c(=O)c2c1nc1n2CCCN1c1ccc(F)cc1
  A: 9% | B: 0% | C: 0.8% | D: ? | E: 37%[activator] | F: -31% | G: -15% | H: 0% | I: 2%
compound: Cc1cc2nc(=O)c(/C=C3\C=Nc4ccccc43)c(N)n2o1
  A: 7% | B: -8% | C: 2.2% | D: ? | E: 28% | F: 20% | G: -20% | H: -10% | I: 5%
compound: COc1cccc(NC(=O)CN(C)C(=O)c2cc(Cl)nc3ccccc23)c1
  A: / | B: -6% | C: / | D: ? | E: / | F: / | G: 5% | H: -12% | I: -2%
compound: COc1ccc(S(=O)(=O)n2nc(-n3c(C)ccc3C)c3c(F)cccc32)cc1OC
  A: 5%[57.1 µM] | B: -9% | C: -0.7% | D: 207%[activator] | E: 7%[57.1 µM] | F: ? | G: -26% | H: 1% | I: 5%
compound: O=C(c1ccc([N+](=O)[O-])o1)N1CCCCCC1
  A: -7% | B: -1% | C: / | D: 121%[activator] | E: ? | F: 36% | G: -14% | H: 6% | I: -7%
compound: CC1Sc2ccc(C(=O)N3CCCC(C(F)(F)F)C3)cc2NC1=O (stereo not given)
  A: -1%[57.1 µM] | B: -3% | C: 0.5% | D: 19% | E: 7%[57.1 µM] | F: -9% | G: -9% | H: ? | I: 12%
compound: CC(=O)N(Cc1ccc(Cl)cc1)c1cnccn1
  A: 2% | B: 3% | C: 4.9% | D: 1% | E: -11% | F: 27% | G: -8% | H: 4% | I: -2%
compound: O=C(c1ccc(F)cc1)N(C(=O)c1ccc(F)cc1)c1ncccn1
  A: 2% | B: 0% | C: 1.2% | D: 12% | E: 4% | F: -6% | G: -14% | H: ? | I: -3%
compound: O=c1[nH]c2ccccc2cc1CN(CC1CCCO1)S(=O)(=O)c1ccccc1 (stereo not given)
  A: 10% | B: -3% | C: 1.1% | D: -2%&-19% | E: 24% | F: -12% | G: ? | H: -10% | I: 1%
compound: CCC(C)NC(=S)Nc1ccccc1OC (stereo not given)
  A: -13% | B: 1% | C: 1.2% | D: -8% | E: -4% | F: -32% | G: 0% | H: -14% | I: -1%
compound: CCC(/C=N/NC(=O)c1ccccc1F)CC
  A: -5%[57.1 µM] | B: 1% | C: -0.9% | D: 19% | E: 26%[57.1 µM] | F: -17% | G: -19% | H: 6% | I: 4%
compound: O=C(O)c1ccc(C(=O)Nc2cccc(NC(=O)C3CCCO3)c2)cc1 (stereo not given)
  A: 15%[57.1 µM] | B: 1% | C: 0.0% | D: / | E: 4% | F: 3% | G: 3% | H: -6% | I: 1%
compound: CCCn1nc(C(=O)NC2CC2)c2ccccc2c1=O
  A: 2% | B: -1% | C: 0.2% | D: 215%[activator] | E: 30% | F: -19% | G: -21% | H: -3% | I: -8%
compound: Cc1cccc(C(=O)NC(=S)NNC(=O)COc2ccc(Cl)cc2)c1
  A: -4%[57.1 µM] | B: -2% | C: 2.1% | D: 35µM* | E: -22%[57.1 µM] | F: -35% | G: -22% | H: 2% | I: -5%
compound: O=C(NC1CCCC1)c1ccccc1-c1ccccc1
  A: -9% | B: 0% | C: 4.3% | D: 4% | E: -4% | F: 10% | G: -19% | H: -5% | I: 6%
compound: COc1ccc(C(=O)COC(=O)C(CCCCN2C(=O)C3C4C=CC(C4)C3C2=O)N2C(=O)C3C4C=CC(C4)C3C2=O)cc1 (stereo not given)
  A: -7% | B: 2% | C: 2.0% | D: 18% | E: 19% | F: 12% | G: -17% | H: 0% | I: 5%
compound: CCn1c(CNC(C)=O)nnc1SCC(=O)c1ccc(Br)cc1
  A: 11% | B: -4% | C: 1.4% | D: ? | E: ? | F: ? | G: -25% | H: 0% | I: -1%
compound: CCC(C)NC(=S)Nc1ccc2nc(N3CCOCC3)cc(C)c2c1 (stereo not given)
  A: 12% | B: -1% | C: -0.2% | D: 0% | E: -16% | F: -3% | G: -21% | H: -11% | I: -1%
compound: COCCNC(=O)CS(=O)(=O)Cc1nc(-c2ccc(C)cc2)oc1C
  A: 15%[57.1 µM] | B: 4% | C: 0.7% | D: 11% | E: 7%[57.1 µM] | F: -3% | G: -24% | H: -8% | I: 3%
compound: CC(C)NC(=O)C1CCN(C(=O)c2cc3sccc3n2Cc2ccc(F)cc2)CC1
  A: -6% | B: -1% | C: 1.2% | D: / | E: 4% | F: 3% | G: -24% | H: -3% | I: 2%
compound: O=C1NN(c2ccccc2)C(=O)C1=Cc1ccccc1O
  A: / | B: -25% | C: / | D: ? | E: / | F: / | G: -16% | H: -23% | I: -15%
compound: COc1ccc(NC(=O)c2oc3ccccc3c2NC(=O)C23CC4CC(CC(C4)C2)C3)cc1
  A: -7% | B: 0% | C: -1.3% | D: -6% | E: 6% | F: 4% | G: ? | H: 6% | I: 7%
compound: O=C(NCc1ccccn1)c1cc(S(=O)(=O)N2CCCCCC2)ccc1Cl
  A: 6% | B: 0% | C: -1.6% | D: -1% | E: 10% | F: 5% | G: -10% | H: -9% | I: 5%
compound: CC1CCN(CC(=O)Nc2ccc(N3CCCCCC3)cc2)CC1
  A: -4% | B: 0% | C: -2.0% | D: 0% | E: 4% | F: -34% | G: -16% | H: 7% | I: 11%
compound: COc1cccc(CC(NC(C)=O)C(=O)NC2CCN(S(=O)(=O)c3ccc(NC(C)=O)cc3)CC2)c1 (stereo not given)
  A: 5%[57.1 µM] | B: 0% | C: 0.1% | D: 1% | E: ? | F: -3% | G: 5% | H: -12% | I: 6%
compound: CCCCNc1cc(Cl)nc(N)n1
  A: 6% | B: -3% | C: -1.8% | D: 0% | E: 13% | F: -8% | G: -16% | H: 2% | I: 0%
compound: O=[N+]([O-])c1ccc(N2CCN(CCOc3nonc3-c3ccccc3)CC2)c(Cl)c1
  A: -2% | B: 2% | C: 1.4% | D: 6% | E: 15% | F: -6% | G: -8% | H: 2% | I: -3%
compound: O=C(CSc1nnc(-c2cccnc2)n1Cc1ccco1)N1CCc2ccccc21
  A: 7% | B: -7% | C: 0.3% | D: 0% | E: 5% | F: -12% | G: -21% | H: 4% | I: -3%

Part of the list above in order of molecular weight, low to high:
Labels used below: A = TrxR1 substrate; B = Vif-APOBEC3G blk; C = RXFP1 ag; D = ALOX12 inh; E = TrxR1 inh; F = RGS4 inh; G = USP1-UAF1 inh; H = Vif-A3F inh; I = mIDH1 inhibitor
compound: CC1CCN(CC(=O)Nc2ccc(N3CCCCCC3)cc2)CC1
  A: -4% | B: 0% | C: -2.0% | D: 0% | E: 4% | F: -34% | G: -16% | H: 7% | I: 11%
compound: O=C(CSc1nnc(-c2cccnc2)n1Cc1ccco1)N1CCc2ccccc21
  A: 7% | B: -7% | C: 0.3% | D: 0% | E: 5% | F: -12% | G: -21% | H: 4% | I: -3%
compound: COc1cccc(CC(NC(C)=O)C(=O)NC2CCN(S(=O)(=O)c3ccc(NC(C)=O)cc3)CC2)c1 (stereo not given)
  A: 5%[57.1 µM] | B: 0% | C: 0.1% | D: 1% | E: ? | F: -3% | G: 5% | H: -12% | I: 6%
